UTI89 phage lysis: inhibition of K1F phage lysis, E. coli UTI89, bacterial capsule biogenesis inhibitors, alamar blue (AID 488966). E. coli UTI89 K1F phage lysis, alamar blue, 2 h; higher % means a stronger effect. inhibition, % at 100 µM; hits with a dose series show IC50 in µM. 0.02% of 340,000 active;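 active = phage lysis inhibition, versus mean bacterial control, above a set limit; inconclusive = no clear call, values can overlap the other calls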;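 note: capsule biogenesis inhibitors block K1F phage lysis so surviving cells raise fluorescence; higher fluorescence means more inhibition of phage lysis; actives were called in the ten point dose series up to 300 µM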
West Nile virus CPE: West Nile virus antiviral activity, cell-based, CPE readout (AID 1621). West Nile virus-infected cells, CPE inhibition; higher % means a stronger effect. CPE inhibition, % at 10 µM, or IC50 in µM where a hit was titrated. 0.02% of 290,000 active; in the data active = a potency from the dose series; inconclusive = CPE inhibition mostly from about 3.7% at the one dose, without a potency; inactive = the rest, 99 in 100 with CPE inhibition below about 2.2%; note: strong numbers were not always called active
WT yeast gro inh: growth inhibition of WT strain, primary screen, mitochondrial fusion inhibitor project, WT and mutant strains, chemical genetic; mitochondrial fusion phenotypic screen; inhibition, % at 10 µM; 2.1% of 190,000 active; in the data active = inhibition above about 58%; tested in S. cerevisiae
SV40 large T antigen: SV40 large T antigen inhibitors, biochemical (AID 1903). SV40 large T antigen ATPase/helicase inhibition assay; higher % means a stronger effect. 0.39% of 310,000 active. one-dose inhibition, % at 20 µM; IC50 in µM for titrated hits; in the data active = a potency from the dose series; inconclusive = inhibition mostly from about 32% at the one dose, without a potency; inactive = the rest, 99 in 100 with inhibition below about 32%; note: strong numbers were not always called active
XIAP displacement: XIAP antagonists, biochemical, IAP family, fluorescence polarization (AID 1018); XIAP BIR domain, fluorescence polarization peptide displacement; higher % means a stronger effect; 0.007% of 200,000 active; E3 ubiquitin-protein ligase XIAP (Homo sapiens); displacement, % at 20 µM, or IC50 in µM where a hit was titrated; in the data active = displacement above about 50%; note: a part of the inactive calls stands beside numbers as strong as those of hits
NS5 inhibitors: Dengue-2 NS5 methyltransferase inhibitors, primary screen, biochemical, confirmation dose response (AID 588689); Genome polyprotein (Dengue virus type 2 (strain 16681-PDK53)); Dengue-2 NS5 methyltransferase capping enzyme assay, biochemical; higher % means a stronger effect; inhibition, % at 25 µM; hits with a dose series show IC50 in µM; 0.3% of 340,000 active; in the data active = a potency from the dose series; inconclusive = inhibition above about 29% without an active follow-up result
CSM14.1 death rescue: rescue of cells from ER stress-induced death, primary screen, 384-well, CSM14.1, thapsigargin, ATP luminescence (AID 1222). CSM14.1 thapsigargin-induced death rescue, ATP luminescence; higher % means a stronger effect. cellular ATP content (survival), % at 20 µM, or EC50 in µM where a hit was titrated. 190,000 tested, under 10 active;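 active = EC50 below 50 µM in the dose-response confirmation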;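 note: death triggered by thapsigargin at about 15 µM added after 2 h compound pretreatment; cell ATP read after overnight thapsigargin exposure of roughly 18 to 22 hours; normalized against plate controls of thapsigargin alone and 5% DMSO vehicle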
RSV CPE inhibition: RSV antiviral activity via CPE protection, HEp-2 cells, primary 10 µM value included (AID 2391); HEp-2 cells, RSV-induced CPE inhibition; higher % means a stronger effect; one-dose CPE inhibition, % at 10 µM; IC50 in µM for titrated hits; 0.13% of 310,000 active; in the data active = a potency from the dose series; inconclusive = CPE inhibition mostly from about 23% at the one dose, without a potency; inactive = the rest, 99 in 100 with CPE inhibition below about 21%; note: strong numbers were not always called active
Yfh1-depleted yeast: enhancers of respiration in Yfh1-depleted yeast, dose response, Friedreich's ataxia, plus single-dose screen (AID 1465); one-dose fold induction at 50 µM; EC50 in µM for titrated hits; 0.074% of 220,000 active; S. cerevisiae Yfh1-off respiration, WST-1 reduction, 72 h; higher fold induction means a stronger effect;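 active = fold induction of absorbance versus untreated yeast above a set limit, then at least 30% activation at any dose in follow-up; inconclusive = repeats straddling the limit, or above it without dose testing; inactive = fold induction below the set limit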;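 note: activators that raise dye reduction in frataxin-depleted yeast; strong numbers were not always called active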
WT yeast gro inh mutant strain: second read-out of WT yeast gro inh, no call of its own (marks repeat the call); inhibition, %; mitochondrial fusion phenotypic screen, mutant strain inhibition
* = called active by the depositor; i = inactive; ? = inconclusive; . = not tested or not shown; [ ] = another dose, or the depositor's remark.

Preview:
SMILES	UTI89 phage lysis	West Nile virus CPE	WT yeast gro inh	WT yeast gro inh mutant strain	SV40 large T antigen	XIAP displacement	NS5 inhibitors	CSM14.1 death rescue	RSV CPE inhibition	Yfh1-depleted yeast
CCOc1ccc(S(=O)(=O)NCCC(=O)NC2CCN(Cc3ccccc3)CC2)cc1	-0.8%	.	.	.	-3%	.	1%	.	-0.8%	.
COCc1cc(C)nc(OCC(=O)N/N=C/c2ccccc2O)c1C#N	0.0%	-0.7%	-3	-2	10%	-16%	0%	0.5%	0.3%	i
CC(C)Cc1nnc(NC(=O)CCC(=O)N2CCN(c3ccccc3)CC2)s1	0.2%	-0.1%	.	.	7%	.	5%	.	0.6%	.
O=C1[C@H]2[C@@H](c3ccc(F)cc3)N3C(=O)N(c4ccccc4)C(=O)[C@@]3(Cc3ccccc3)[C@H]2C(=O)N1C1CCCCC1	6.0%	.	.	.	6%	.	-4%	.	4.5%	.

The list itself, repeating the preview:
SMILES	UTI89 phage lysis	West Nile virus CPE	WT yeast gro inh	WT yeast gro inh mutant strain	SV40 large T antigen	XIAP displacement	NS5 inhibitors	CSM14.1 death rescue	RSV CPE inhibition	Yfh1-depleted yeast
CCOc1ccc(S(=O)(=O)NCCC(=O)NC2CCN(Cc3ccccc3)CC2)cc1	-0.8%	.	.	.	-3%	.	1%	.	-0.8%	.
COCc1cc(C)nc(OCC(=O)N/N=C/c2ccccc2O)c1C#N	0.0%	-0.7%	-3	-2	10%	-16%	0%	0.5%	0.3%	i
CC(C)Cc1nnc(NC(=O)CCC(=O)N2CCN(c3ccccc3)CC2)s1	0.2%	-0.1%	.	.	7%	.	5%	.	0.6%	.
O=C1[C@H]2[C@@H](c3ccc(F)cc3)N3C(=O)N(c4ccccc4)C(=O)[C@@]3(Cc3ccccc3)[C@H]2C(=O)N1C1CCCCC1	6.0%	.	.	.	6%	.	-4%	.	4.5%	.
Cc1cc(C)c(S(=O)(=O)NCCc2cc3ccc(C)c(C)c3[nH]c2=O)c(C)c1	0.0%	0.0%	.	.	5%	.	-4%	.	1.7%	.
CCc1nc(C)c(C#N)c2cc(OC)c(OC)cc12	0.6%	-0.2%	17	24	17%	-5.0%	-3%	-1.9%	?	i
Nc1nc2n(n1)C(c1cccc(Br)c1)CC(c1ccccc1)N2 (stereo not drawn)	4.8%	-0.8%	-5	-4	3%	-2.7%	1%	.	-1.2%	i
Cc1nc(NCc2ccc(S(N)(=O)=O)cc2)c2c(C)c(C)sc2n1	0.1%	0.7%	.	.	4%	.	-3%	.	1.5%	.
Cc1c(NS(=O)(=O)c2cccc([N+](=O)[O-])c2)c(=O)n(-c2ccccc2)n1C	0.1%	-0.2%	.	.	12%	.	-3%	.	0.3%	.
O=C(NC1CC1)c1ccc(CSCc2cccc(F)c2)o1	-1.7%	0.1%	7	5	2%	-1.9%	1%	-0.7%	0.4%	i
COc1cccc(/C=C2\SC(=S)N(CCCC(=O)N3CCCCC3)C2=O)c1	1.3%[50 µM]	?	.	.	7%	.	7%	.	2.6%	.
CNC(=S)NNC(=O)c1sccc1C	7.3%	0.1%	27	8	27%	-2.6%	-9%	-3.2%	19%	i
CCOC(=O)C1=C(C)N(c2ccccc2)C(=O)NC1c1cccc([N+](=O)[O-])c1 (stereo not drawn)	3.2%	0.4%	5	22	6%	-13%	4%	-1.2%	12%	i
Cc1ccc(Cn2ccc(NC(=O)c3cc(C4CC4)on3)n2)cc1	-1.2%[50 µM]	-0.2%	.	.	14%	.	1%	.	16%	i
CCOC(=O)CC(=O)CSc1nc2ccc(OC)cc2cc1C	-0.7%	0.7%	4	-14	10%	-4.6%	-1%	2.3%	8.3%	i
Cc1nccn1C(c1ccccc1)c1ccccc1	-0.5%	.	.	.	11%	.	-2%	.	0.5%	.
Cc1cccc2cc(CN(CC3CCCO3)C(=O)NC3CCCCC3)c(=O)[nH]c12 (stereo not drawn)	0.1%	0.2%	5	9	3%	-1.1%	-7%	6.4%	1.4%	i
COc1ccc(CN(Cc2nc3ccccc3c(=O)[nH]2)C(=O)c2ccco2)cc1	-0.7%	-0.7%	.	.	1%	.	-4%	.	0.6%	.
Cc1c(C)n(C(=O)CSc2nncn2C)c2ccccc12	-0.2%	0.4%	14	4	3%	-3.7%	4%	1.6%	-0.2%	i
Cc1ccc2[nH]c(=O)c(CN(C(=O)c3cccc([N+](=O)[O-])c3)C(C)C)cc2c1	0.1%	-1.0%	.	.	17%	.	4%	.	2.7%	i
COC(=O)N/N=C/c1ccc(OC(=O)c2ccco2)c(OC)c1	.	0.5%	.	.	14%	.	.	.	1.1%	i
Cc1ccc(F)cc1NC(=O)C1CCCN(c2ncccn2)C1 (stereo not drawn)	3.2%	-0.2%	0	3	3%	-22%	-9%	-3.1%	-0.5%	i
NC(N)=NS(=O)(=O)c1ccc(NC(=S)NC(=O)c2ccccc2)cc1	-0.2%[50 µM]	0.0%	.	.	20%	.	-7%	.	0.2%	i
CCCCNC(=O)CCNC(=O)c1ccc(C(C)(C)C)cc1	0.7%	-0.1%	-6	-12	0%	-3.9%	1%	-0.4%	-0.2%	i
C=CCNC(=O)CCCOc1cccc(C)c1	1.7%	-0.7%	4	2	-7%	-3.5%	-8%	-0.2%	-0.4%	i
Cc1cc(C)c(S(=O)(=O)N2CCOC2CNC(=O)C(=O)NCc2ccccn2)c(C)c1 (stereo not drawn)	0.3%	-0.7%	.	.	12%	.	-8%	.	2.1%	.
CN(C)S(=O)(=O)c1ccc(-c2csnn2)s1	1.1%	0.1%	13	28	5%	-5.0%	-6%	-0.9%	3.2%	i
CC(=O)c1c(O)c(C)c(-c2ccccc2)n(-c2ccccc2)c1=O	0.5%	-0.1%	-26	-10	5%	-4.3%	.	-0.8%	2.0%	i
CN(C1CCCC1)C1CCN(C(=O)CNC(=O)/C=C/c2ccc(F)cc2)CC1	1.6%[50 µM]	-0.3%	-14	-5	6%	-22%	-3%	0.1%	8.5%	i
Cc1ccsc1C1Nc2ccccc2-c2nc3ccccc3n21 (stereo not drawn)	2.7%	-0.9%	9	21	6%	-8.5%	-4%	-0.4%	3.1%	i
COc1ccc(O[C@H]2C=C[C@@H](c3ccccc3)O[C@@H]2COC(=O)CC/C(C)=N/OC[C@@H](O)[C@H]2O[C@@H]3OC(C)(C)O[C@@H]3[C@H]2O)cc1	.	.	-6	-10	9%	-16%	.	-2.7%	-0.8%	.
Cc1cccc(N2C(=O)Cc3ccccc3C2=O)c1	0.5%	-0.1%	.	.	22%	.	-6%	.	1.2%	.
COc1cccc(C(=O)OCCN2CCOCC2)c1	0.9%	-0.3%	6	-1	.	-7.9%	.	-0.5%	1.1%	i
CC(C)NC(=O)NC(=O)COC(=O)c1ccc(F)cc1F	1.1%[50 µM]	-0.3%	-9	-3	1%	-1.0%	-4%	-1.3%	4.7%	i
Cc1ccc(OCC(=O)NNC(=O)C2CCN(c3ncnc4sc(C)c(C)c34)CC2)cc1	0.3%[50 µM]	.	.	.	14%	.	-3%	.	6.2%	.
CCCCOc1ccc(S(=O)(=O)NCc2csc(C)n2)cc1	0.7%[50 µM]	-0.3%	1	9	1%	0.1%	-1%	.	-1.1%	i
CN(CC1CCOCC1)C(=O)CC1C(=O)NCCN1CC1CCCCC1 (stereo not drawn)	1.7%	-0.3%	7	9	17%	-4.8%	8%	2.0%	-1.6%	i
COc1ccc2nc(NC(=O)CSc3nc(SC)ns3)sc2c1	0.2%	-0.1%	26	-3	8%	-1.7%	0%	-2.5%	-0.2%	i
COc1cc(Cl)c(C)cc1NC(=O)c1ccc(S(C)(=O)=O)cc1	-0.5%	-0.9%	2	17	1%	-9.2%	-5%	-0.6%	-1.2%	i
CC(C)(C)c1csc(NC(=O)c2ccc3nccnc3c2)n1	-0.4%	-0.1%	-7	2	5%	-4.9%	0%	-0.2%	4.8%	i
Cc1c(NC(=O)c2cccs2)cccc1C(=O)O	0.2%	0.1%	7	24	-5%	-5.3%	2%	-0.3%	-0.5%	i
CN(CCCNC(=O)Cn1cccc1C(=O)c1ccccc1)C1CCCCC1	0.5%	-0.6%	-1	9	4%	-4.8%	-14%	-0.6%	1.3%	i
COc1ccccc1N(CC(=O)NC1CCCCC1)C(=O)c1csnn1	0.3%	-0.5%	-5	-10	3%	-13%	0%	-0.2%	3.9%	i
Cc1ccc(OCCNC(=O)Cc2ccc(F)cc2)cc1	-0.3%	-0.4%	-8	-6	-1%	-4.2%	-9%	-0.4%	1.2%	i
O=C1CSc2ccc(S(=O)(=O)N3CCN(c4ccccc4)CC3)cc2N1	-0.1%	0.1%	.	.	-1%	.	-8%	.	1.4%	.
CC(C)Oc1cc(C(=O)NC2CCCCC2)c2ccccc2n1	0.2%	0.9%	.	.	3%	.	-4%	.	4.7%	.
O=C(COC(=O)Cc1ccccc1[N+](=O)[O-])NCc1ccccc1Cl	0.1%	-0.1%	-9	-26	2%	-0.7%	-14%	-0.6%	0.7%	i
Cc1ccc(NC(=O)CSC2=C(C#N)C(c3ccco3)C3=C(CCCC3=O)N2)cc1 (stereo not drawn)	i	.	-5	40	7%	-3.8%	-1%	0.1%	2.9%	.
CC(C)c1ccccc1NC(=S)NCc1ccncc1	-0.6%	-0.7%	-18	21	4%	-4.5%	-2%	-1.3%	0.4%	i
COc1ccccc1-n1cnc2cc(C(=O)NCc3ccco3)ccc21	5.5%	0.4%	2	16	16%	1.1%	1%	-1.1%	2.0%	i
Later entries:
SMILES	UTI89 phage lysis	West Nile virus CPE	WT yeast gro inh	WT yeast gro inh mutant strain	SV40 large T antigen	XIAP displacement	NS5 inhibitors	CSM14.1 death rescue	RSV CPE inhibition	Yfh1-depleted yeast
Cn1c(-c2sc3ccccc3c2Cl)n[nH]c1=S	0.0%	-0.2%	50	13	10%	-3.1%	-9%	-5.7%	-3.0%	i
Cc1cccc(C)c1NC(=S)NC(=O)CCc1ccccc1	0.1%	-0.5%	-1	-5	1%	1.6%	-8%	-0.9%	0.7%	i
CC(C)C[C@@]12C(=O)N(c3cccc(F)c3)C(=O)N1[C@H](c1ccc(F)cc1)[C@@H]1C(=O)N(C3CCCCC3)C(=O)[C@@H]12	2.7%	.	.	.	-9%	.	2%	.	1.9%	.
Cc1ccc(NC(=O)Cc2nnc(SCC(=O)c3ccc(Br)cc3)n2C)cc1	5.1%	-1.3%	-2	6	22%	-4.8%	-7%	-0.5%	4.5%	i
O=C(NCc1cccnc1)C(=O)Nc1ccc2c(c1)OCO2	2.6%	0.2%	-1	-1	6%	-4.8%	-4%	2.2%	-0.9%	i
CCOC(=O)C1CCN(C(=O)COC(=O)CCOc2ccc(C)cc2)CC1	3.9%	-0.1%	-7	-2	7%	-2.6%	0%	-1.7%	1.8%	i

Compound activity: PubChem BioAssay, several laboratories

Hits appear at their usual frequency. Share with any hit: about 2.2%.
